mcGAS lum: cyclic GMP-AMP synthase inhibitors, mouse, primary biochemical chemiluminescence. Q8C6L5. recombinant cGAS, Kinase-Glo ATP depletion luminescence. inhibition, % at 12.5 µM. 160,000 compounds, 0.15% hits. AID 1259399, 2018;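 note: 0% = negative control wells and 100% = reference inhibitor with no enzyme activity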
NPYLR7 agonist: agonists of mosquito NPYLR7 receptor, primary screen, cell-based, Aedes aegypti, calcium fluorescence, mosquito biting behavior. Aedes aegypti neuropeptide Y-like receptor 7 (NPYLR7). HEK293T NPYLR7/Galpha15, GCaMP6s calcium fluorescence. activation, % at 10 µM. 270,000 compounds, 0.15% hits. AID 1259423, 2018; in the data active = activation above about 40%;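 note: 0% = vehicle and 100% = reference agonist at the receptor; some compounds past the cut are filed as inactive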
hcGAS lum: Primary biochemical luminescence assay for human cyclic GMP-AMP synthase inhibitors. inhibition, % at 12.5 µM. AID 1259398, 2018. recombinant h-cGAS, ATP depletion, Kinase-Glo luminescence. 290,000 compounds, 0.081% hits;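 note: 0% = vehicle reaction and 100% = reaction without DNA for no activity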
Target sequence (Q8N884 whole entry, looked up): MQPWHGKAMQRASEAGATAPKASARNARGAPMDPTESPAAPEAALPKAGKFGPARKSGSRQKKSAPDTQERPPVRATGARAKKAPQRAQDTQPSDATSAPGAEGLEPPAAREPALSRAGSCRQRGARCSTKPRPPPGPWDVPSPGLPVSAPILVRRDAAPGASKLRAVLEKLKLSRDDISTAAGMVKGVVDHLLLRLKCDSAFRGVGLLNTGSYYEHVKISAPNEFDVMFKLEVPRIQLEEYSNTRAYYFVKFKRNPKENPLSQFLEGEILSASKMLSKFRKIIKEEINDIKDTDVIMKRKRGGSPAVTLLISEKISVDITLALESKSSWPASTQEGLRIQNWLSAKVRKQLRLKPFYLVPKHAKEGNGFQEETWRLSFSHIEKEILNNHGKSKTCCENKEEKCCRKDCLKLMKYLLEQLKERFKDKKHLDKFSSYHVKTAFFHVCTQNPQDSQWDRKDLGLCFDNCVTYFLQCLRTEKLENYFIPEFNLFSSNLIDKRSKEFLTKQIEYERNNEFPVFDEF
* hit, by the source's call; nt = not tested or not shown; & = joins results of further samples. Cut-off read from the data, not from the text of the source, unless noted: active = inhibition above about 40%; inactive = the rest.

SMILES	mcGAS lum	NPYLR7 agonist	hcGAS lum
NC(Cc1ccc(C(F)(F)F)cc1)c1csc(Nc2cc(Oc3ccccc3)ncn2)n1 (centres undefined)	-9	-3	-7
CCOC(=O)CCCS(=O)(=O)NCc1ccc(Cl)cc1	nt	5	6
CC(NC(=O)CCNC(=O)c1ccccc1F)c1cn2ccsc2n1 (centres undefined)	nt	-1	-4
Cc1ccc(C(=O)Nc2cc(C(=O)N3CCC(C)CC3)cn(C)c2=O)cc1C	-7	-2	-5
O=C(c1ccccc1)c1ccc2c(c1)N=C1CCCC(=O)C1C(c1ccco1)N2 (centres undefined)	-4	-7	-4
Cc1ccc(C(=O)NCc2ccoc2C)cc1S(=O)(=O)NCC#N	nt	6	-7
COc1ncc(Cl)c(NCCCn2nc3n(c2=O)CCCC3)n1	-15	-1	-6
COc1ccc(-c2nnc3ccc(SCC(=O)N4CCCCC4)nn23)cc1	-2	1	-2
COc1cccc(OC)c1C(=O)N1CC(=O)N2CCc3c(F)cccc3C2C1 (centres undefined)	-6	-6	-6
O=C(NCc1cnn2ccccc12)NC1CCCC1	nt	9	-5
COc1ccc(-c2nc(SCc3ccccc3)n[nH]2)cc1	-5	13	-9
O=C(NNC(=O)c1cccs1)NC12CC3CC(CC(C3)C1)C2	nt	-7	-4
C=CCCOC(=O)N1c2cccc3c2[C@@H](C[C@H]1C(=O)NC)CN(c1ccccc1)C3=O	-9	-1	-4
C=C(C)C(=O)N1CCC(n2c(=O)oc3c(C)cc(C)cc32)CC1	-6	12	-7
CC(C)C(=O)N(Cc1nccn1Cc1ccc(F)cc1)C(C)C	-3	6	1
CCOCCn1nc(C2CCCNC2)n(-c2ccccc2)c1=O (centres undefined)	-9	1	-6
CN=c1scc(-c2cc(F)ccc2OC)n1/N=C\c1ccc(NC(C)=O)cc1	nt	7	-12
CC(=O)N1N=C(c2ccncc2)OC1C(=O)NC(C)c1ccc(O)cc1 (centres undefined)	nt	-1	4
Cn1c(=O)c2c(SCC(=O)Nc3nccs3)nc(-c3ccccc3F)nc2n(C)c1=O	-9	-2	-8
CC1(C)OCC(COCc2cc(C(C)(C)C)c(O)c(C(C)(C)C)c2)O1 (centres undefined)	nt	0	3
CCn1cnnc1CCNC(=O)c1cccc(CC2CCNCC2)c1	nt	-6	-8
CCn1cc(S(=O)(=O)N2CCOC(C(F)(F)F)C2)cn1 (centres undefined)	-13	nt	-9
CCOC(=O)C1CCCN(c2c(N3CCC(C)CC3)c(=O)c2=O)C1 (centres undefined)	-5	5	-9
Cc1ccc(-n2cccn2)c(CN2CCCC(Nc3ccccc3)C2)c1 (centres undefined)	0	-3	2
C#CCn1cnc2c(nnn2-c2ccc(OC(F)(F)F)cc2)c1=O	-8	0	-6

Grouped by structure: those above containing a furan ring, fused or not.
SMILES	mcGAS lum	NPYLR7 agonist	hcGAS lum
O=C(c1ccccc1)c1ccc2c(c1)N=C1CCCC(=O)C1C(c1ccco1)N2 (centres undefined)	-4	-7	-4
Cc1ccc(C(=O)NCc2ccoc2C)cc1S(=O)(=O)NCC#N	nt	6	-7

Quoted from the listing.
C=CCCOC(=O)N1c2cccc3c2[C@@H](C[C@H]1C(=O)NC)CN(c1ccccc1)C3=O – NPYLR7 agonist = -1
CCn1cc(S(=O)(=O)N2CCOC(C(F)(F)F)C2)cn1 (centres undefined) – hcGAS lum = -9
Cn1c(=O)c2c(SCC(=O)Nc3nccs3)nc(-c3ccccc3F)nc2n(C)c1=O – hcGAS lum = -8

New compounds follow.
SMILES	mcGAS lum	NPYLR7 agonist	hcGAS lum
O=C1NCCCCC1Sc1nc2ncccn2n1 (centres undefined)	nt	4	-9
O=S(=O)(NCCOc1ccc2nnc(-c3ccccc3)n2n1)c1cccnc1	-8	-5	-6
c1nc2nc3c(c(N4CCN(Cc5ccc6c(c5)OCO6)CC4)n2n1)CCC3	-1	-4	-2
COc1cc(C(=O)N2CCN(c3nc4nccc(-c5ccc(C(C)(C)C)cc5)n4n3)CC2)cc(OC)c1OC	-8	2	-3
CC(Oc1cc(Cl)c(Cl)cc1Cl)C(=O)NCc1ccccc1 (centres undefined)	nt	-5	4
Cc1oc(-c2cccc(C(F)(F)F)c2)cc1CO	-6	-5	-5
O=C(CC(c1ccccc1)c1ccccc1F)N1CCN(C(=O)c2ccco2)CC1 (centres undefined)	nt	-1	-10
COCc1c(Br)c(C)nc(OCC(=O)N/N=C\c2ccc(Br)o2)c1C#N	-6	-6	-6
O=[N+]([O-])c1ccc(-c2n[nH]c(=S)n2-c2ccccc2)cc1	-4	-7	-7
Cc1cccc(N2CCN(C(=O)c3cc(=O)c(OCc4ccccc4)co3)CC2)c1	nt	-1	-12
COc1ccc(-c2cnc3ncnn3c2N2CCN(c3c(Cl)cncc3Cl)CC2)cc1	-6	4	-8
Cc1cccnc1CN1CCN(C(=O)CCc2nnc(CCc3ccccc3)o2)CC1	nt	-1	-4
Cc1ccc(CN2CCCC(CO)(Cc3ccccc3)C2)cc1C (centres undefined)	-5	-14	-6
CCn1ccnc1CN1CCCC(CNC(=O)C2(c3ccc(Cl)cc3)CC2)C1 (centres undefined)	nt	7&8	-6&-12
O=c1cc(CN2CCC3(CC2)OCCO3)c2cc(O)c(-c3ccccc3)cc2o1	-7	3	-3
CCCc1nc(C)cc(N2CCC(N(C)C)C2)n1 (centres undefined)	nt	12	-5
CCc1nc2ccc(C(=O)NCCOc3ccc(OC)cc3)cn2c1N(CC)CCN(C)C	-3	-6	-5
O=C(Cn1c(=O)n(-c2ccccc2Cl)c(=O)c2ccccc21)N1CCCC1	-12	nt	-6
C=CCn1c(=O)c2ccccc2n2c(SCC(=O)Nc3ccon3)nnc12	nt	-15	5
C=CCNc1ccccc1C(=O)N1CCn2nc(C(=O)N3CCCC3)cc2C1	nt	3	-6
N#Cc1c(N2C(=N)C(C#N)C(c3ccsc3)C3=C2CCCC3=O)sc2c1CCCC2 (centres undefined)	-2	8	-8
Cc1ccc(Cc2nsc(N3CCCN(C(=O)Nc4cccc(Br)c4)CC3)n2)cc1	-3	-6	-10
NC(=O)[C@@H]1CN2CCN(C(=O)CCc3ccccc3)C[C@@H]2[C@H]1c1ccccc1	-8	2	4
CCC(=O)NC(NC(=S)Nc1ccccc1O)C(Cl)(Cl)Cl (centres undefined)	-3	-6	3
CC(=O)N(CCN1CCOCC1)CC(=O)N(CCc1ccccc1)Cc1ccc(C)o1	-7	nt	-8

Complete entries, quoted from the list:
Profile of C=CCNc1ccccc1C(=O)N1CCn2nc(C(=O)N3CCCC3)cc2C1 → mcGAS lum = nt; NPYLR7 agonist = 3; hcGAS lum = -6
Profile of CCC(=O)NC(NC(=S)Nc1ccccc1O)C(Cl)(Cl)Cl (centres undefined) → mcGAS lum = -3; NPYLR7 agonist = -6; hcGAS lum = 3

New compounds follow:
SMILES	mcGAS lum	NPYLR7 agonist	hcGAS lum
CSc1cccc(NC(=O)N2CCC(CCC(=O)Nc3ccccc3)CC2)c1	nt	-2	0
CN(C)c1cccc(C(=O)NC2CC(=O)N(C3CCCCCC3)C2)c1 (centres undefined)	-6	9	-1
COc1ccc(CCNC(=O)CSc2ncnc3sc(C)c(C)c23)cc1	-4	-3	-10
CC(C)c1ccc(CC(=O)N2CCC2(C)C(=O)NCC(C)(C)C)cc1 (centres undefined)	nt	2	4
Cc1ccc(-n2nnc(-c3nc(C)c(C(=O)N4CCSCC4)s3)c2C)cc1C	-1	15	0
COc1ccc(NC(=O)CSc2nc(=O)n(CCO)c3c2CCCC3)cc1	0	-10	-1
COC(=O)CCCC(=O)N1CCN(Cc2cc(=O)c(OCc3ccc(C(C)(C)C)cc3)co2)CC1	-7	-1	-9
CCOC(=O)c1sc2nc(-c3ccc(OC)cc3)cc(-c3ccco3)c2c1N	-3	-7	10
O=c1[nH]cc(N=Cc2cc(Br)c(Br)o2)c(=O)[nH]1	nt	2	-6
O=C(C1CCN(S(=O)(=O)c2ccc(F)cc2)CC1)N1CCCSc2ccccc21	nt	-6	-7
CCOC(=O)c1c(NC(=O)C(OC(C)=O)c2ccccc2)c(-c2cccc(F)c2)cn1Cc1ccccc1 (centres undefined)	-6	4	-7
CC1(C)C=C(CCOC(=O)NCC2COc3ccccc3O2)CC(C)(C)N1 (centres undefined)	-4	-10	1
CC1=NN(Cc2cc(C)ccc2C)c2nc3c(c(=O)n(C)c(=O)n3C)n2C1	-7	8	-5
Cc1cc(C(NS(=O)(=O)c2cn(C)cn2)C(C)C)c(C)s1 (centres undefined)	-19	6	-9
N#Cc1c(NC(=O)CC2(CC(=O)O)CCCC2)sc2c1CCCC2	nt	-1	2
Cc1cc(C)n(Cc2cccc(C(=O)N(C)c3cccc(C#N)c3)c2)n1	-10	0	-4
CN(C)c1cccc(-c2nc3cc(N)ccc3o2)c1	-5	-4	-2
NC(=O)[C@@H](Cc1c[nH]c2ccccc12)NC(=O)[C@@H]1C[C@@H](NS(=O)(=O)c2cccs2)CCN1C(=O)CSCC(=O)O	-6	-8	-6
CCOCCCn1c(SCC(=O)OCC)nc2cc(S(=O)(=O)N3CCCC(C)C3)ccc21 (centres undefined)	-7	-5	-6
CCn1c(C2CCN(C(=O)c3ccc4c(c3)nnn4C)CC2)nn(C)c1=O	-17	1	1
Cc1cc(Oc2cnn(-c3cccc(F)c3)c(=O)c2Nc2cccc(C(=O)NCc3ccncc3)c2)ccc1Cl	1	-7	5
CNC(=O)c1ccc(C(=O)Nc2cc(C3CC4CCC3C4)[nH]n2)cn1 (centres undefined)	-17	6	-11
CCOC(=O)[C@@H]1CN2CCN(C(=O)c3ccccc3)C[C@@H]2[C@H]1c1ccccc1	-2	7	-11
CCOC(=O)N1CCN(C(=O)C2CCC(=O)N(CCc3ccccn3)C2)CC1 (centres undefined)	nt	1	-9
Cc1ccccc1-n1c2c(c(=O)[nH]c1=O)C(NC(=O)c1ccccc1)(C(F)(F)F)C(=O)N2 (centres undefined)	nt	-11	-6

Retrieved by structure from the list above:
SMILES	mcGAS lum	NPYLR7 agonist	hcGAS lum
CN(C)c1cccc(C(=O)NC2CC(=O)N(C3CCCCCC3)C2)c1 (centres undefined)	-6	9	-1
CN(C)c1cccc(-c2nc3cc(N)ccc3o2)c1	-5	-4	-2

Further records.
SMILES	mcGAS lum	NPYLR7 agonist	hcGAS lum
O=C(CN1CN(c2ccccc2)C2(CCN(C(=O)c3ccccc3Br)CC2)C1=O)NCCc1ccc(Cl)cc1Cl	-9	nt	-5
CC1/C(=N\O)C[C@@H]2C[C@H]1C2(C)C (some centres undefined)	nt	34	-7
O=C1CCC2(CCCO2)CCN1Cc1noc(C2CCCC2)n1 (centres undefined)	-2	nt	5
CN(CCCn1cccn1)C(=O)C1=NNC(=O)CC1	nt	5	-6
O=C(c1ccc(F)cc1)N(Cc1c(-c2ccc(F)cc2)noc1N1CCOCC1)CC1CCCO1 (centres undefined)	-1	-8	-1
OCCC1CN(CC2CCCCC2)CCN1Cc1ccccc1F (centres undefined)	nt	-5	-8
COc1cc(OC)cc(C(=O)Nc2cccc(-c3nc4ccc(C)cc4o3)c2)c1	3	15	3
Cc1c[nH]c(CN2CCCC(CCc3ccccc3F)C2)c(C)c1=O (centres undefined)	nt	-7	-6
Cc1nccc(-c2cccc(-n3c(-c4ccc(-c5ccccc5)cc4)csc3=Nc3ccccc3F)c2)n1	-2	1	1
FC(F)Sc1ccc2nc(NC3=NCCCCC3)sc2c1	nt	-4	-5
CC(=O)c1ccc(NC(=O)C(C)Sc2nc(=O)[nH]c(C)c2C(C)=O)cc1 (centres undefined)	-5	1	-8
Cc1ccccc1-c1noc(CNC(C)Cn2cncn2)n1 (centres undefined)	nt	9	-6
Nc1[nH]n(-c2ccccc2)c(=O)c1N=Nc1ccc(Cl)cc1	-7	23	-7
CC1CN(S(=O)(=O)CCNC(=O)C2C3CC4CC(C3)CC2C4)CC(C)O1 (centres undefined)	nt	-5	-9
O=C(COc1c(F)c(F)cc(F)c1F)C12CC3CC(CC(C3)C1)C2	-7	2	-7
CC1=NN(Cc2ccccc2)c2nc3c(c(=O)n(Cc4ccccc4)c(=O)n3C)n2C1	nt	11	1
NC(=O)C1CCCCN1C(=O)c1cccc(S(=O)(=O)N2CCN(c3ccc(F)cc3)CC2)c1 (centres undefined)	nt	2	-2
OC(Cn1nnnc1-c1ccccc1)Cn1nnnc1-c1ccccc1	nt	-10	-6
Cc1cc(N2CCN(Cc3ccccc3)CC2)n2nc(C(F)(F)F)nc2n1	-3	0	0
CCOc1nn(CC)cc1C(=O)Nc1ccc(F)cc1	nt	5	-5
O=C(NCCc1ccccc1)c1cc(-c2ccccc2F)nc2cc(-c3ccccc3)nn12	-6	8	-7
COCC(=O)N1CCC(C(=O)NC2CCC(N(Cc3cccc(C)c3)C(=O)c3ccc(F)cc3)CC2)CC1 (centres undefined)	-8	19	-7
COC(=O)c1ccc(CSc2nc(N)c(NC(=O)c3ccco3)c(=O)[nH]2)o1	-8	2	-7
COc1ccc([C@@H]2[C@H](C(=O)O)c3ccccc3C(=O)N2c2ccc(C)cc2)cc1	nt	5	-6
Cc1cc(=O)[nH]c(SCc2cn3cccnc3n2)n1	nt	-7	-5
CCCNC(=O)c1csc(CN(CCC)C(=O)Nc2cc(OC)cc(OC)c2)n1	-4	18	-8
CCCC(O)CN(Cc1ccccc1)Cc1cccc(OC)c1 (centres undefined)	-6	22	-4

High-throughput results from PubChem.
